Screening results from PubChem BioAssay.
Myeloid diff 2: induction of myeloid progenitor differentiation, primary screen, cell-based, flow cytometry, MLPCN library; ER-HoxA9 myeloid progenitors, lysozyme-GFP differentiation; 360,000 tested, 1% active; AID 624256, 2012; calls only at 10 µM;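 active = normalized GFP-positive differentiation at or above the plate's own cutoff, the solvent-only control mean plus 3 SD; inconclusive = no clear call, values can overlap the other calls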;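 also: cells exposed to compound for four days before flow analysis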
Myeloid diff 2 GFP+ MAC1+ %: second read-out of Myeloid diff 2, no call of its own (marks repeat the call); GFP+ MAC1+ double positive, %; measured here: differentiation confirmed by MAC1 staining
* marks the source's active call; other numbers are inactive results; i = inactive; ? = inconclusive; . = no result given; + = active, no number.

SMILES	Myeloid diff 2	Myeloid diff 2 GFP+ MAC1+ %
O=C(CC[C@H]1O[C@@H](n2cnc3c(NC(=O)c4ccccc4)ncnc32)[C@H](O)[C@@H]1O)NCC1CCCO1 (stereo partly drawn)	i	1.6
Cc1cc(NC(=O)CS(=O)(=O)c2cn(Cc3cccc(Cl)c3)c3ccccc23)no1	i	0.9
C[C@@H]1O[C@H](C2CC2)Cc2[nH]c(=S)[nH]c(=O)c21	i	0.7
COCCNC(=O)C1CCCN(C(=O)c2cc(-c3cccs3)oc2C)CC1 (stereo not drawn)	i	0.7
COc1ccc(C=C2Cc3ccccc3C2=O)cc1	i	1.2
O=C(NCc1ccncc1)c1ccc2nc([C@@H]3O[C@H](CO)[C@H](O)[C@H](O)[C@H]3O)[nH]c2c1	i	0.8
CC(C)Nc1nc(Nc2ccc(Cl)cc2F)c2sccc2n1	i	0.8
OC[C@@H]1CN(Cc2ccc(-c3ccccc3)cc2)C[C@H](n2cnc3c(NCc4ccco4)ncnc32)O1	i	0.6
CCc1nc2ccc(C(=O)N3CCN(C(=O)c4ccco4)CC3)cn2c1N(C)C(=O)C1CCCCC1	i	2.0
O=C(NC(c1ccc(-c2ccccc2)cc1)c1cnccn1)C1CCN(CCCOc2ccccc2)CC1 (stereo not drawn)	i	1.0
CS(=O)(=O)c1ccc(S(=O)(=O)N2CCN(C(=O)C(O)c3ccccc3)CC2)cc1 (stereo not drawn)	i	3.1
CCc1nc2c(OCc3ccc(C(F)(F)F)cc3)cccn2c1N(C)C(=O)C1CC1	i	0.4
CCOC(=O)[C@]12Cc3c(cc(OC)c(OC)c3OC)[C@H]1N(C1CCCCC1)C(=O)c1cc(OC)ccc12	i	3.6
C=CCN1[C@H](COCc2ccccc2)C=CS1(=O)=O	i	1.0
COc1ccc(-c2cc(NC=O)c3ncc(-c4cccc(C(=O)N(C)C)c4)n3c2)cn1	i	1.0
CCCCNC(=O)c1nc(-c2ccccc2)oc1-c1ccc(Cl)cc1	i	1.9
COCCCNC(=O)C[C@@H]1C[C@@]2(C(=O)OC)CC(C)(C)CC=C2N(Cc2ccco2)C1=O	i	0.7
COc1ccc(S(=O)(=O)NC(=O)C2(C)CCN2C(=O)C2CCCCC2)cc1OC (stereo not drawn)	i	0.7
OC(c1ccc2ccccc2c1)c1ncc(-c2ccc(C(F)(F)F)cc2)[nH]1 (stereo not drawn)	i	0.3
Cc1cc(C)n2c(Nc3ccc4c(c3)OCCO4)c(C(C)C)nc2n1	i	1.9
COc1ccc(CC(N)c2csc(NC(=O)c3ccc(F)cc3)n2)cc1 (stereo not drawn)	i	0.4
COC(=O)[C@@]12C[C@@H](CC(=O)NCc3cccc(C(F)(F)F)c3)C(=O)N(Cc3cccc4ccccc34)C1=CCC(C)(C)C2	i	1.4
COc1ccc(Cn2cc(CN3CC(N4CCN(C)CC4)CS3(=O)=O)nn2)cc1 (stereo not drawn)	i	1.1
CC1(C(=O)Nc2ccc3c(c2)OCCO3)CN(S(C)(=O)=O)CC(=O)N1Cc1cccc(C(F)(F)F)c1 (stereo not drawn)	i	1.3
CC1=C(C(=O)N(C(C)C)C(C)C)CC(CC(=O)NC2CCCCC2)C(=O)N1Cc1ccc(F)cc1 (stereo not drawn)	i	0.4
Cc1c(C(=O)NCc2cccc([N+](=O)[O-])c2)sc(=O)n1Cc1cccc(F)c1	i	6.5
Cc1cccc(C)c1-n1nnnc1C1(C)CCC(=O)N1C1CC1 (stereo not drawn)	i	1.2
CCCNC(=O)C1(C)CCCN(Cc2ccc(C(=O)OCC)o2)C1 (stereo not drawn)	i	0.9
COc1ccc(-c2ccc(C(=O)Nc3ccc(Cl)cc3)c3occc23)c(C)c1	i	1.0
CN1CCN(c2ncnc3c2ncn3[C@H]2CN(Cc3ccccc3)C[C@@H](CO)O2)CC1	i	0.0

The final 2 records of the section before come first, to join the parts:
SMILES	Myeloid diff 2	Myeloid diff 2 GFP+ MAC1+ %
COc1ccc(-c2ccc(C(=O)Nc3ccc(Cl)cc3)c3occc23)c(C)c1	i	1.0
CN1CCN(c2ncnc3c2ncn3[C@H]2CN(Cc3ccccc3)C[C@@H](CO)O2)CC1	i	0.0
Cc1cc2nc(-c3ccccc3)c(Cc3cccc(Cl)c3)n2c(C)c1Br	i	1.5
Cc1onc(-c2c(F)cccc2Cl)c1C(=O)Oc1ccccc1	i	1.8
CC(=NOC(=O)c1ccc(I)cc1)c1nccs1	i	0.4
COc1ccc(Cc2c(-c3ccccc3)nc3c4ccccc4ccn23)c(C)c1	i	0.5
COc1ccc(-c2csc(C(C)(O)c3ccccc3)n2)cc1OC (stereo not drawn)	i	0.5
Nc1nc2ccccc2n1S(=O)(=O)c1ccc(Cl)cc1	i	1.0
Cc1ccsc1C(=O)N1CCCCCC1(C)C(=O)NCC(C)C (stereo not drawn)	i	1.0
CCCCc1c(-c2cccc(OC)c2)ncn1CCc1ccccc1OC	+	8.4*
O=C(NCc1ccccn1)[C@@H]1CCCN1C(=O)[C@@H]1CCCN1C(=O)c1ccc(Cl)cc1	i	1.1
CCCC(=O)N1CCCC1(C)C(=O)NCc1ccc(F)cc1Cl (stereo not drawn)	i	1.0
CC(=O)c1ccc(Nc2nc(CN)cs2)cc1	i	1.1
O=C(NCC1CC1)c1cc2c(c(-c3cccc(-c4ccccc4F)c3)n1)[C@H](CCO)N(C(=O)CC1CC1)C2	i	0.8
CN1CCN(C2CN(Cc3ccccc3)S(=O)(=O)C2)CC1 (stereo not drawn)	i	0.5
CC(C)C(N)c1csc(Nc2cc(Oc3ccccc3)ncn2)n1 (stereo not drawn)	i	1.9
O=C(O)c1ccc(-c2cccc(-c3nn4c(=O)cc(N5CCNCC5)nc4s3)c2)cc1	i	1.0
COc1cc2c3c(c1OC)C(=O)CC3CCCC2 (stereo not drawn)	i	1.6
CC1(C(=O)NS(=O)(=O)c2cccc(OC(F)F)c2)CCN1C(=O)CC1CCCC1 (stereo not drawn)	i	0.8
CCCNC(=O)c1cc(C2CCCCN2C(=O)CCc2ccccc2)on1 (stereo not drawn)	i	1.1
CCCCN(CCCC)Cc1cc(=O)oc2cc(C)cc(C)c12	i	2.4
CC(C)C[C@H]1CN(CCCC[C@@H]2CNC(=O)C(=O)N2Cc2ccccc2)C(=O)C(=O)N1CCC1CCCCC1	i	0.7
CCOC(=O)C1CCCN(C(=O)c2cc(F)ccc2C)CC1 (stereo not drawn)	i	0.9
CC(=O)c1nn(-c2ccccc2)c(=Nc2ccccc2)cc1C	i	1.4
COc1ccc(CCN2C(=O)CCC2(C)c2nnnn2-c2ccc3c(c2)OCCO3)cc1OC (stereo not drawn)	i	0.6
COCCNc1ncnc2c1ncn2[C@H]1CN(Cc2ccc(-c3ccccc3)cc2)C[C@@H](CO)O1	i	1.3
CCc1nc2c(OCCC3CCCCC3)cccn2c1N(C)C(=O)COc1ccccc1	i	0.7
CCN(CC)CCN1CCN(c2cncc(-c3cccc(N)c3)n2)CC1	i	1.0
COc1ccccc1Cc1c(-c2ccc(C#N)cc2)nc2c3ccccc3ccn12	i	1.4
CCOC(=O)[C@]12CCC=C1N(CCC1=CCCCC1)C(=O)[C@H](CC(=O)NCc1ccccc1)C2	i	0.9
CSc1ccc(CN2CCC(C)(Oc3ccc(C(C)=O)cc3)C2)cc1 (stereo not drawn)	i	2.6
COCCNC(=O)C1C(=O)Nc2ccccc2C(=O)N1c1ccc2c(c1)OCCO2 (stereo not drawn)	i	3.1
CCOC(=O)[C@]12CCC=C1N(CCC1=CCCCC1)C(=O)[C@H](CC(=O)NCc1cccc3ccccc13)C2	i	0.7
COC(=O)[C@@]12C[C@@H](CC(=O)NCCC(C)C)C(=O)N(Cc3ccc4c(c3)OCO4)C1=CCC(C)(C)C2	i	1.6
OC(c1cccc(F)c1)c1ncc(-c2ccc3ccccc3c2)[nH]1 (stereo not drawn)	i	1.6
CCCCCCCCN1C(=O)[C@H](CC(=O)N2CCOCC2)C[C@@]2(C(=O)OC)CC(C)(C)CC=C12	i	3.4
O=C(NCc1cccs1)c1csc([C@H]2C[C@H](O)[C@@H](CO)O2)n1	i	1.7
COC(=O)[C@@]1(C(C)C)N=C(c2cc(OC)c(OC)c(OC)c2)[C@]2(O1)C(=O)N(Cc1ccc(OC)cc1)c1ccc(Br)cc12	i	0.0
CCc1nc2cc(NC(=O)C3(C)CCCN(C(C)C)C3)ccc2o1 (stereo not drawn)	i	0.7
O=CNc1cc(-c2ccc(C(=O)N3CCOCC3)cc2)cn2c(-c3ccc(F)cc3)cnc12	?	.
Cc1cn([C@H]2C[C@H](O)[C@@H](CCC(=O)NCC(c3ccccc3)c3ccccc3)O2)c(=O)[nH]c1=O	i	1.1
Cc1ccc(S(=O)(=O)N2[C@H](c3ccccc3)CC(=O)[C@@H]3CN(S(=O)(=O)c4ccccc4)[C@H](c4ccccc4)C[C@@H]32)cc1	i	1.2

Gathered by group, the compounds so far containing an NH in an aromatic ring
SMILES	Myeloid diff 2	Myeloid diff 2 GFP+ MAC1+ %
C[C@@H]1O[C@H](C2CC2)Cc2[nH]c(=S)[nH]c(=O)c21	i	0.7
O=C(NCc1ccncc1)c1ccc2nc([C@@H]3O[C@H](CO)[C@H](O)[C@H](O)[C@H]3O)[nH]c2c1	i	0.8
OC(c1ccc2ccccc2c1)c1ncc(-c2ccc(C(F)(F)F)cc2)[nH]1 (stereo not drawn)	i	0.3
OC(c1cccc(F)c1)c1ncc(-c2ccc3ccccc3c2)[nH]1 (stereo not drawn)	i	1.6
Cc1cn([C@H]2C[C@H](O)[C@@H](CCC(=O)NCC(c3ccccc3)c3ccccc3)O2)c(=O)[nH]c1=O	i	1.1

(cont.)
SMILES	Myeloid diff 2	Myeloid diff 2 GFP+ MAC1+ %
COC12CC(=O)C(C(C)=O)=C(O)C1(C)c1c(O)c(C)c(O)c(C(C)=O)c1O2 (stereo not drawn)	i	6.0
COC(=O)c1sccc1S(=O)(=O)Nc1ccc(C(O)(C(F)(F)F)C(F)(F)F)cc1	i	2.0
Cc1cccc(NC(=O)c2cc(S(=O)(=O)N3CCCCC3)c[nH]2)c1	i	1.8
COCCNC(=O)C1(C)CCN(C(=O)c2ccc(F)c(C)c2)C1 (stereo not drawn)	i	1.6
Nc1nc2c(ncn2[C@@H]2O[C@H](CNCc3ccc(Oc4cc(-n5cccn5)ncn4)cc3)[C@@H](O)[C@H]2O)c(=O)[nH]1	i	0.8
CCCCn1nnnc1C(c1cc2ccccc2o1)N(C)Cc1ccc(Cl)c(Cl)c1 (stereo not drawn)	i	0.9
COCCNC(=O)C1(C)CCCN(Cc2cc(-c3ccccc3)on2)C1 (stereo not drawn)	i	1.4
C=C(C)Cn1c2ccc(NC(=O)CCc3cccnc3)cc2c(=O)n1C	i	0.5
O=C(CC[C@H]1O[C@@H](n2ccc(=O)[nH]c2=O)[C@H](O)[C@@H]1O)NCCCc1ccccc1	i	2.5
CSc1ccc(-c2cc3c(c4c2ccn4C)C2CCC3C2)cc1 (stereo not drawn)	i	0.9
CCOc1ccccc1-c1cncc(NC)n1	i	0.5
CCOc1ccc(-c2ccc(C3=CC(=O)C[C@H](c4ccc(F)cc4)C3)cc2)cc1	i	0.9
CC(c1nc2ccccc2[nH]1)n1c(=O)c(-c2ccco2)nc2ccccc21 (stereo not drawn)	i	2.8
COc1cc(Nc2ccn3nc(-c4ccccc4Cl)cc3n2)cc(OC)c1OC	i	0.7
CCCNC(=O)C1(C)CCN1C(=O)Cc1ccc(C(C)(C)C)cc1 (stereo not drawn)	i	0.8
CCOC(=O)[C@]12CCCC=C1N(CCc1ccc(OC)c(OC)c1)C(=O)[C@H](CC(=O)N1CCN(C(=O)C3CC3)CC1)C2	i	3.6
COC(=O)C[C@@H]1C=C[C@@H](NC(=O)C2CCC2)[C@@H](CO)O1	i	0.9
COc1cccc(CNc2nc3cc(-c4ccccc4C)sc3c(=O)n2C)c1OC	i	0.8
CC1(C)CC[C@]2(C(=O)O)CC[C@]3(C)C(=CCC4[C@]56CC[C@@](O)(OC5)C(C)(C)C6CC[C@]43C)C2C1 (stereo partly drawn)	i	4.2
CC1CC(C)CN(C(CCc2ccccc2)C(=O)NC2CCCCC2)C1 (stereo not drawn)	i	1.6

Pulled by structure from the list above:
SMILES	Myeloid diff 2	Myeloid diff 2 GFP+ MAC1+ %
CCCCc1c(-c2cccc(OC)c2)ncn1CCc1ccccc1OC	+	8.4*
COC(=O)[C@@]12C[C@@H](CC(=O)NCCC(C)C)C(=O)N(Cc3ccc4c(c3)OCO4)C1=CCC(C)(C)C2	i	1.6
COc1ccc(-c2cc(NC=O)c3ncc(-c4cccc(C(=O)N(C)C)c4)n3c2)cn1	i	1.0
COc1ccc(CCN2C(=O)CCC2(C)c2nnnn2-c2ccc3c(c2)OCCO3)cc1OC (stereo not drawn)	i	0.6
COc1cc2c3c(c1OC)C(=O)CC3CCCC2 (stereo not drawn)	i	1.6
Cc1cc(C)n2c(Nc3ccc4c(c3)OCCO4)c(C(C)C)nc2n1	i	1.9

(cont.)
SMILES	Myeloid diff 2	Myeloid diff 2 GFP+ MAC1+ %
CC(=O)c1cccc(-c2ccnc3c2CC(C(=O)Nc2ccc(C(C)C)cc2)O3)c1 (stereo not drawn)	i	0.5
N#C/C(=C\c1cccn1S(=O)(=O)c1ccccc1)S(=O)(=O)c1ccc(F)cc1	i	2.2
CCC1Nc2ncnc(N3CCc4ccccc4C3)c2N(Cc2ccc(Br)cc2)C1=O (stereo not drawn)	i	1.1
C#Cc1cccc(Nc2nc(NCc3ccccc3)nc3ccsc23)c1	i	0.0
COc1cccc(-c2cnc(C(O)c3cc(F)cc(Cl)c3)[nH]2)c1 (stereo not drawn)	i	0.7
CCCCCNC(=O)C(c1ccncc1)n1c(=O)c(-c2ccccc2)nc2ccccc21 (stereo not drawn)	i	1.9
CC1(C(=O)NCc2ccc(Cl)cc2)CCN1C(=O)Cc1cccs1 (stereo not drawn)	i	0.5
CCCCNc1c(CCc2ccccc2)nc2nc(C)cc(C)n12	i	1.4
NCc1csc(Nc2ncccn2)n1	i	1.3
CCC(=O)N1CCC1(C)C(=O)Nc1ccc(F)cc1 (stereo not drawn)	i	1.9
Cc1ccsc1C(=O)N1CCC1(C)C(=O)Nc1cccc(C#N)c1 (stereo not drawn)	i	0.9
O=C(NCc1ccc(F)cc1)c1cc(C2CCCCN2C(=O)c2ccccn2)on1 (stereo not drawn)	i	2.6

These rows are one share of the data, so the mix of outcomes need not match the whole.
